# Bioassay records (PubChem BioAssay)
# EBI2 block – blocks human EBI2 receptor beta-arrestin signaling; P32249; EBI2 beta-arrestin recruitment, luminescence, 7a,25-OHC stimulated; inhibition, % at 5 µM; actives 0.81% (n = 360,000); AID 651636; in the data active means inhibition above about 38%;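 further: enzyme fragment complementation signal reports receptor beta-arrestin coupling in cells; 0% = agonist plus DMSO wells and 100% = wells without agonist; some results beyond the cut were filed as inactive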
# CHOP UPR activ – activators of apoptotic arm of unfolded protein response (CHOP). CHO-CHOP luciferase reporter, UPR activation, luminescence; percent of tunicamycin response over DMSO baseline. actives 0.34% (n = 330,000). activation, % at 10 µM;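 active means at 10 µM dose, activation of 40% or more, normalized to positive control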;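 further: 100% = tunicamycin at 10 µg/mL and 0% = DMSO alone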
#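 measured by = luciferase luminescence | assay system = CHO-CHOP cells, stable luciferase reporter of PERK-eIF2a-CHOP signalling | amount = 500 reporter cells seeded per well | timing = 6 h compound exposure at 37 °C after overnight seeding | controls = positive tunicamycin 10 µg/mL, negative DMSO alone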
# CXCR6 block – CXCR6 (human) receptor inhibition | actives 0.36% (n = 360,000) | inhibition, % at 20 µM | CHO-K1 PathHunter CXCR6 beta-arrestin, luminescence | AID 602244 | O00574; in the data active means inhibition above about 34%, passing the limit was not always enough;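 further: antagonist mode with CXCL16 agonist at 10 nM final; 0% = 10 nM CXCL16 with DMSO and 100% = unstimulated wells without agonist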
# Mdm2 MdmX PPI – inhibitors of human Mdm2/MdmX interaction; O15151+Q00987; SaOS-2 split-luciferase Mdm2/MdmX complementation, luminescence; inhibition, % at 8 µM; actives 3% (n = 330,000);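 active means inhibition of at least 50% at 8 µM in the primary screen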
# Target sequence (O15151 whole entry, looked up): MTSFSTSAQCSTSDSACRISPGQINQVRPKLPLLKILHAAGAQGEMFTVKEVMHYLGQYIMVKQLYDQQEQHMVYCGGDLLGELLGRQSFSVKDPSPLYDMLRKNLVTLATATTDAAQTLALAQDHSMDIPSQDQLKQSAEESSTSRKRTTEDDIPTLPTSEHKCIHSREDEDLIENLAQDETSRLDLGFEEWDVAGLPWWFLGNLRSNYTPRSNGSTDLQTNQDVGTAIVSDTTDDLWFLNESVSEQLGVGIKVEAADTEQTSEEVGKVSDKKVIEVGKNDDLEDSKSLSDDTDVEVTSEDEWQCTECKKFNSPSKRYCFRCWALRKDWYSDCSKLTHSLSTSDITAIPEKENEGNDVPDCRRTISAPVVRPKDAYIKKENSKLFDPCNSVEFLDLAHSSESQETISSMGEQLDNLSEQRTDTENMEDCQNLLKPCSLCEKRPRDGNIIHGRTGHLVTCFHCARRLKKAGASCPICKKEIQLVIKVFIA
# Target sequence (Q00987 whole entry, looked up): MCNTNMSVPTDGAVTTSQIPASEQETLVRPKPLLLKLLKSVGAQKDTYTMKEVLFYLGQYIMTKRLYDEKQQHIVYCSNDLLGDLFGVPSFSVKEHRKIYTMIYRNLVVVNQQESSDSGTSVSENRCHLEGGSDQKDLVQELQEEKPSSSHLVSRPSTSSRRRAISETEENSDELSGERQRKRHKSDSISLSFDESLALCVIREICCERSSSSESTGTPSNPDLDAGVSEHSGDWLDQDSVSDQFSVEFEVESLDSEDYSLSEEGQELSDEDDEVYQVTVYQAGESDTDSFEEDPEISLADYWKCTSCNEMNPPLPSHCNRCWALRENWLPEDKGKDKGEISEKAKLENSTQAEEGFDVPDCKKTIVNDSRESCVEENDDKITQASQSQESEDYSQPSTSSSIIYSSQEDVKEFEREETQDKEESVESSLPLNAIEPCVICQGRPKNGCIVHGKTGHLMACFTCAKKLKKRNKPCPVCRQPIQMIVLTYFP
# UPR XBP1 act – adaptive UPR (XBP1) activation; CHO-XBP1 luciferase reporter, IRE1-XBP1 UPR activation, luminescence; percent of tunicamycin response, DMSO as zero; activation, % at 20 µM; actives 0.33% (n = 330,000);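 active means versus positive control, 20 µM dose yields 30% or more activation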;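 further: 100% = tunicamycin at 10 µg/mL and 0% = DMSO only wells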
#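 Material: CHO cell line with stable XBP1 luciferase reporter; buffer or medium: F12 medium containing 10% fetal bovine serum; compound: single point, 20 µM final compound, 1% DMSO; incubation: 6 h treatment, 37 °C; measured by: glow luminescence from Steady-Glo reagent; evaluation: activation, % of tunicamycin; control set: tunicamycin high, DMSO low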
# APJ agonist – agonists of human APJ apelin receptor | P35414 | CHO-K1 APJ PathHunter beta-arrestin, luminescence; 0% DMSO wells, 100% apelin | activation, % at 20 µM | actives 0.11% (n = 330,000) | AID 2520;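 active means activation more than six SD over the plate average, tested at 20 µM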;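 further: 0% = DMSO alone and 100% = apelin-13 at 10 nM; some results filed as inactive read as strong as hits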
#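 Assay system: CHO-K1 cells stably expressing ProLink-tagged human APJ and arrestin–beta-gal acceptor. Compound dosing: 20 µM single point, 1% DMSO. Times: 16-18 h seeding, 90 min dark compound exposure, 60 min detection. Detection: beta-gal luminescence. Evaluation: APJ–arrestin association signal. Controls: negative DMSO alone, positive Apelin-13 at 10 nM.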
# APJ antag – antagonists of human APJ apelin receptor; CHO-K1 APJ beta-arrestin complementation, luminescence; inhibition, % at 20 µM; actives 0.32% (n = 330,000);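 active means inhibition above about 40% at 20 µM, limit read from the data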;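 further: cells challenged with 10 nM apelin-13 agonist together with compound; plate controls were apelin-13 plus DMSO wells for no effect and DMSO wells lacking apelin-13 for full effect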
# CCR6 antag – antagonists of human CCR6 receptor; P51684; actives 0.49% (n = 340,000); CHO-K1 CCR6 PathHunter beta-arrestin, luminescence, CCL20-stimulated; inhibition, % at 20 µM;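 active means compounds whose inhibition of the agonist-driven luminescence signal at 20 µM reaches about 50%, limit read from the data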;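 further: cells stimulated with CCL20 at 14 nM final; plate controls were DMSO with CCL20 for no effect and DMSO without agonist for full effect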
# tim23-1 inh – inhibits growth of tim23-1 mutant yeast. S. cerevisiae tim23-1 growth, BacTiter-Glo luminescence, 24 h. inhibition, % at 20 µM. actives 1.3% (n = 330,000). AID 463212;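 active means growth inhibition of the mutant yeast at or above 50%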;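 further: temperature-sensitive mutant grown at 25 °C; plate controls were DMSO-treated mutant yeast for no effect and medium wells lacking yeast for full effect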
# * = called active by the depositor; x = not tested or not shown. Only part of the results is shown. The share of hits here may be higher or lower than overall.
# Start of the listing, in advance, 6 compounds:
SMILES,EBI2 block,CHOP UPR activ,CXCR6 block,Mdm2 MdmX PPI,UPR XBP1 act,APJ agonist,APJ antag,CCR6 antag,tim23-1 inh
CCc1cc(=O)oc2cc(C)cc(OCC(=O)C(C)(C)C)c12,-21,-2.9,4,43,-1,-1,-10,15,-13
COc1ccc(-c2nc(-c3cccc(C)c3)no2)cc1OC,21,4.8,6,-114,2,-4,17,1,0
CCN(CC)CCCn1c(C)cc2c(c1=O)C(c1ccc(OC)c(OC)c1OC)C(C#N)=C(N)O2 (configuration not stated),-16,4.8,2,-1,-1,-3,5,-10,0
CC(CNC(=O)CCc1nnc(CCC2CCCCC2)o1)c1ccccc1 (configuration not stated),2,4.9,-1,-3,-1,-1,12,16,21
COc1ccc(C2(C)NC(=O)N(CC(=O)Nc3ccc4ccccc4c3)C2=O)cc1OC (configuration not stated),2,0.4,-10,7,2,1,13,11,10
CCCn1nc(C(=O)Nc2nc3ccccc3[nH]2)c2ccccc2c1=O,1,3.2,1,15,7,-3,8,20,11

# The listing, from the start:
SMILES,EBI2 block,CHOP UPR activ,CXCR6 block,Mdm2 MdmX PPI,UPR XBP1 act,APJ agonist,APJ antag,CCR6 antag,tim23-1 inh
CCc1cc(=O)oc2cc(C)cc(OCC(=O)C(C)(C)C)c12,-21,-2.9,4,43,-1,-1,-10,15,-13
COc1ccc(-c2nc(-c3cccc(C)c3)no2)cc1OC,21,4.8,6,-114,2,-4,17,1,0
CCN(CC)CCCn1c(C)cc2c(c1=O)C(c1ccc(OC)c(OC)c1OC)C(C#N)=C(N)O2 (configuration not stated),-16,4.8,2,-1,-1,-3,5,-10,0
CC(CNC(=O)CCc1nnc(CCC2CCCCC2)o1)c1ccccc1 (configuration not stated),2,4.9,-1,-3,-1,-1,12,16,21
COc1ccc(C2(C)NC(=O)N(CC(=O)Nc3ccc4ccccc4c3)C2=O)cc1OC (configuration not stated),2,0.4,-10,7,2,1,13,11,10
CCCn1nc(C(=O)Nc2nc3ccccc3[nH]2)c2ccccc2c1=O,1,3.2,1,15,7,-3,8,20,11
O=C(NC1CCCCC1)N1CCN(C(c2ccccc2)c2ccccc2)CC1,3,-1.2,6,12,1,-1,-7,12,23
Cc1cc(CC(=O)O)c(C)cc1CC(=O)O,-11,-2.5,-7,9,0,-1,-9,-11,12
O=C1c2cccc3c(N4CCCCC4)ccc(c23)C(=O)N1CCO,-8,7.7,-10,-46,9,1,-6,19,41
O=C(OCC(=O)N1CCN(C(=O)c2ccco2)CC1)c1ccccc1OCc1ccc(Cl)cc1,-12,-0.1,14,19,-1,-3,-9,22,15
COc1cc2c(C#Cc3cccnc3)c(-c3ccsc3)oc(=O)c2cc1OC,4,-1.4,0,12,6,0,12,8,-10
CCCCC(CC)CNC(=O)/C=C/c1ccc(F)cc1 (configuration not stated),x,-1.2,x,31,-2,-2,-9,x,31
O=C(Nc1cccc(Cl)c1Cl)c1ccncc1,7,-0.7,-6,-7,-4,-5,-7,6,27
COc1ccc(NC(=O)CSc2nc3sc4c(c3c(=O)n2-c2ccc(OC)cc2)CCN(C)C4)cc1,-5,3.0,5,12,-1,4,8,15,10
O=C(NNC1=NS(=O)(=O)c2ccccc21)c1ccccc1,8,2.4,8,22,-2,-2,-2,8,12
CCn1c(CC(=O)Nc2ccccc2F)nnc1SCC(=O)N1CCN(c2ccccc2)CC1,-6,-3.2,-10,16,-2,-4,-4,8,1
CCOc1ccccc1OCC(O)CNC (configuration not stated),-3,1.1,-5,-10,0,-5,-5,-5,-7
CC(C)c1cc(C(=O)N2CCCC(N3CCN(c4ccc(F)cc4)CC3)C2)no1 (configuration not stated),-4,0.1,4,27,-4,-4,5,21,31
Cn1ccnc1CN1CCCCC1C(=O)Nc1ccc(Oc2cccnc2)cc1 (configuration not stated),-5,0.0,3,51*,-6,1,3,4,1
Cc1noc(C)c1C(=O)Nc1cc(Cl)ccc1N1CCOCC1,11,1.5,-8,-12,0,-3,12,10,24
O=C(CSc1nnnn1-c1ccccc1)c1ccc(O)cc1O,-8,1.9,3,12,4,-6,9,0,14
CN1CCN(C(=S)c2ccc(Br)cc2)CC1,1,0.6,1,7,-1,-4,5,2,-1
Cc1cccc(C)c1OCC(=O)Nc1ncn[nH]1,-3,1.5,0,-11,-1,-2,12,-5,5
Cc1ccc(NC(=O)CSc2nc(-c3ccco3)cc(C(F)(F)F)n2)cc1C,6,1.0,8,44,1,0,13,3,-1
O=C(NNC(=O)C1CCN(C(=O)Nc2ccccc2)CC1)c1ccc(F)cc1,-10,-0.8,-7,-11,2,0,-8,-5,10
# Additional entries
SMILES,EBI2 block,CHOP UPR activ,CXCR6 block,Mdm2 MdmX PPI,UPR XBP1 act,APJ agonist,APJ antag,CCR6 antag,tim23-1 inh
CC1C(=O)Nc2ccc(S(=O)(=O)N3CCN(c4cccc(C(F)(F)F)c4)CC3)cc2NC1=O (configuration not stated),-3,-0.2,-12,-5,-4,7,11,8,5
CCOC(=O)c1cc(NC(=O)Nc2cc(C)ccn2)c(C)nc1C,-2,2.1,-3,16,0,-1,7,-3,-6
COC(=O)c1ccc(Cl)c(NC(=O)CN(c2ccc(OC)c(OC)c2)S(C)(=O)=O)c1,-12,-0.8,6,-9,-4,-2,-8,2,15
Cc1nc(NC(=O)COC(=O)C(NC(=O)c2ccco2)C(C)C)c(Cl)cc1Cl (configuration not stated),-2,-0.3,-6,20,-3,-6,-6,-3,9
O=C(CN1C(=O)C2C3C=CC(C3)C2C1=O)Nc1nc2ccccc2[nH]1 (configuration not stated),-2,-0.8,7,17,-1,-3,15,-22,2
COc1ccc(Br)cc1C1Nc2cccc3cccc(c23)N1,-10,1.6,0,28,4,5,-26,0,39
COc1ccc(C2C3C(C)=NN=C3CC(C)(O)C2C(C)=O)cc1 (configuration not stated),-8,-1.6,8,0,1,1,-7,4,-2
COc1ccc(NC(=O)CN(C)C(=O)c2ccc(OCc3ccccc3)c(OC)c2)cc1,-3,3.0,-3,-4,0,-5,17,7,31
O=C(OCN1C(=O)c2ccccc2C1=O)c1ccc(Cl)nc1,-9,3.1,-2,24,1,-4,-10,-3,-1
c1ccc(Cc2ccc(OCCn3cncn3)cc2)cc1,-11,-1.7,-5,19,-1,-2,5,-4,15
Cc1ccc(S(=O)(=O)Cc2ccc(C(=O)N3CCC(C(N)=O)CC3)o2)cc1,-14,-2.7,1,-7,-6,0,13,14,0
CCC(C)N1CC(C(=O)O)CC1=O (configuration not stated),-11,-1.4,-4,-3,-2,-4,9,-28,10
COc1cc([N+](=O)[O-])cc(CN2CCCCC2)c1O,-27,-0.5,7,-6,1,-2,11,4,4
CC1(c2ccncc2)Nc2ccccc2-c2nc3ccccc3n21 (configuration not stated),-1,1.0,-10,-23,1,1,7,14,18
COc1ccc(CCNC(=S)N2CCC(Cc3ccccc3)CC2)cc1OC,6,-0.8,2,-6,-6,-4,7,9,17
Cc1cc(NC(=O)Nc2cc(Cl)sc2Cl)no1,-9,3.1,-1,-35,-1,-1,-5,-4,20
Fc1ccc(NC(=S)N2CCc3ccccc32)cc1,-1,1.2,0,14,1,-1,12,16,38
CN(C)C(=O)c1ccc2c(c1[N+](=O)[O-])C(=O)c1ccccc1C2=O,-2,20,-19,14,-3,3,-37,7,61*
COc1ccc(-c2cc(C(F)(F)F)nc(SCC(N)=O)n2)cc1,-4,-0.8,-8,-6,-2,4,12,2,20
O=C(O)c1ccccc1C(=O)Nc1ccc(Nc2ccc([N+](=O)[O-])cc2[N+](=O)[O-])cc1,8,1.1,-8,20,-4,-2,5,-11,6
N#CCCN(C(=O)COC(=O)Cc1ccc(Br)cc1)c1ccccc1,-6,-1.9,-3,2,3,-2,19,4,20
Cc1cccc2[nH]c(SCC(=O)N3CCOCC3)nc12,-3,1.8,8,-29,4,-1,10,1,1
CCCCN(C(=O)c1ccc(NC(=O)C(C)C)cc1)c1ccccc1,-10,1.6,0,17,1,1,12,6,38
CCC(C)c1ccccc1OCCCCN1CCCC1 (configuration not stated),-6,-0.8,1,6,-1,1,10,11,11
COc1cc(OC)c(S(=O)(=O)N2CCN(C(=O)c3ccccc3F)CC2)cc1NC(C)=O,-5,-1.4,-5,-21,0,1,-11,5,-1

# Reformatted with tabs: part of the list above
mol	EBI2 block	CHOP UPR activ	CXCR6 block	Mdm2 MdmX PPI	UPR XBP1 act	APJ agonist	APJ antag	CCR6 antag	tim23-1 inh
CN(C)C(=O)c1ccc2c(c1[N+](=O)[O-])C(=O)c1ccccc1C2=O	-2	20	-19	14	-3	3	-37	7	61*
COc1ccc(-c2cc(C(F)(F)F)nc(SCC(N)=O)n2)cc1	-4	-0.8	-8	-6	-2	4	12	2	20
O=C(O)c1ccccc1C(=O)Nc1ccc(Nc2ccc([N+](=O)[O-])cc2[N+](=O)[O-])cc1	8	1.1	-8	20	-4	-2	5	-11	6
N#CCCN(C(=O)COC(=O)Cc1ccc(Br)cc1)c1ccccc1	-6	-1.9	-3	2	3	-2	19	4	20

# Next compounds:
SMILES,EBI2 block,CHOP UPR activ,CXCR6 block,Mdm2 MdmX PPI,UPR XBP1 act,APJ agonist,APJ antag,CCR6 antag,tim23-1 inh
COc1ccc(Cn2c(O)c(C=Nc3ccc(OC)cc3)c3ccccc3c2=O)cc1,12,1.7,14,-8,-1,-3,-15,12,27
COc1ccc(-c2[nH]ncc2CN(C)Cc2cc(C)[nH]n2)c(F)c1,-12,-0.6,0,0,-2,-1,17,-3,-5
Cc1ccc(S(=O)(=O)/N=C(/Nc2nc(C)cs2)c2ccccc2)cc1,5,1.2,-2,20,-2,-5,1,5,27
Nc1nonc1-n1nnc(C(=O)N/N=C/c2cccs2)c1CSc1ccccc1,8,-0.1,-8,23,0,-1,13,10,6
CC(C)OC(=O)Cn1c(=O)oc2ccccc21,-7,0.4,-2,18,0,0,8,7,5
COC(=O)c1nn(-c2ccc(Cl)cc2)c(=O)cc1Sc1ccccn1,-2,-0.1,4,-18,1,-1,-8,0,24
CC(=O)c1cccc(S(=O)(=O)N2CCC(C(=O)Nc3cccc(C(=O)NC4CC4)c3)CC2)c1,6,2.9,6,-13,1,-1,2,10,11
Cc1ccc(NC(=O)COC(=O)CN2C(=O)NC3(CCCC3)C2=O)cc1Cl,0,-0.6,2,12,0,0,9,2,6

# Only APJ antag (2 entries from above):
compound,APJ antag
Cc1ccc(S(=O)(=O)/N=C(/Nc2nc(C)cs2)c2ccccc2)cc1,1
Nc1nonc1-n1nnc(C(=O)N/N=C/c2cccs2)c1CSc1ccccc1,13
